G6PDH counter: inhibits Leuconostoc G6PDH, flagging false hits in G6PDH-based assays. Purified L. mesenteroides G6PDH, diaphorase/resazurin coupled fluorescence, 45 min. inhibition, % at 5 µM. hit rate 0.12% among 200,000. AID 1020; in the data active means inhibition above about 50%
Diaph act CS: counter-screen for diaphorase-based assays: diaphorase activators and chemical reducers; hit rate 0.005% among 190,000; Diaphorase/resazurin coupled assay, resorufin fluorescence, 16 min; stronger effect = higher value; 1 = vehicle wells, 0 = NADH-free wells; AID 1229; activation factor at 20 µM;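 active means diaphorase activity raised at least twofold by the compound at 20 µM; inactive means activation factor below 2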
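test system = bacterial diaphorase enzyme (C. kluyveri) | quantity = enzyme 0.07 U/mL final | reagent = NADH substrate 0.114 mM plus resazurin dye 0.1 mM, final | incubation = 16 min enzyme reaction, ambient temperature | buffer or medium = HEPES pH 7.4 buffer with MgCl2 and Tween 20 | signal = fluorescence of resorufin, 544 nm excitation, 590 nm emission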
STAT1 blocker: inhibitors of IFN-gamma induced STAT1 signaling. NIH 3T3 STAT1-luciferase reporter, luminescence. hit rate 0.35% among 200,000. inhibition, % at 5.5 µM. AID 920;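 active means inhibition above a set limit, the mean inhibition across all tested compounds plus 3 SD, cut at about 34% in these data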;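 further: 0% = IFN-gamma with DMSO and 100% = IFN-gamma with 300 µM nifuroxazide; values of inactives mirror those of a sister screen read the other way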
Diaphorase inh: diaphorase inhibition or chemical oxidation counter-screen. diaphorase resazurin-to-resorufin fluorescence, NADH, 16 min; bacterial (C. kluyveri) enzyme, not human. inhibition, % at 20 µM. hit rate 0.69% among 190,000;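 active means primary screen inhibition at 20 µM above a set limit, cut at about 50% in these data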;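 further: plate controls were DMSO with full reaction for no effect and wells lacking NADH for full effect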
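System: Diaphorase enzyme from Clostridium kluyveri | Amount: Enzyme working solution with 0.14 U/mL diaphorase | Benchmarks: No-NADH positive control and DMSO neutral control | Signal: Fluorescence of resorufin formed from resazurin, Ex 544/Em 590 nm | Schedule: 16-min room-temperature incubation before reading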
TLR4 MyD88 comp: blocks binding of human TLR4 to MyD88 | hit rate 0.18% among 200,000 | O00206+Q99836 | HeLa CL3-4 TLR4/MyD88 BLA complementation, FRET ratio | inhibition, % at 8.4 µM; in the data active means inhibition above about 25%;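 further: 0% = vehicle and 100% = reference inhibitor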
Target sequence (O00206 whole entry, looked up): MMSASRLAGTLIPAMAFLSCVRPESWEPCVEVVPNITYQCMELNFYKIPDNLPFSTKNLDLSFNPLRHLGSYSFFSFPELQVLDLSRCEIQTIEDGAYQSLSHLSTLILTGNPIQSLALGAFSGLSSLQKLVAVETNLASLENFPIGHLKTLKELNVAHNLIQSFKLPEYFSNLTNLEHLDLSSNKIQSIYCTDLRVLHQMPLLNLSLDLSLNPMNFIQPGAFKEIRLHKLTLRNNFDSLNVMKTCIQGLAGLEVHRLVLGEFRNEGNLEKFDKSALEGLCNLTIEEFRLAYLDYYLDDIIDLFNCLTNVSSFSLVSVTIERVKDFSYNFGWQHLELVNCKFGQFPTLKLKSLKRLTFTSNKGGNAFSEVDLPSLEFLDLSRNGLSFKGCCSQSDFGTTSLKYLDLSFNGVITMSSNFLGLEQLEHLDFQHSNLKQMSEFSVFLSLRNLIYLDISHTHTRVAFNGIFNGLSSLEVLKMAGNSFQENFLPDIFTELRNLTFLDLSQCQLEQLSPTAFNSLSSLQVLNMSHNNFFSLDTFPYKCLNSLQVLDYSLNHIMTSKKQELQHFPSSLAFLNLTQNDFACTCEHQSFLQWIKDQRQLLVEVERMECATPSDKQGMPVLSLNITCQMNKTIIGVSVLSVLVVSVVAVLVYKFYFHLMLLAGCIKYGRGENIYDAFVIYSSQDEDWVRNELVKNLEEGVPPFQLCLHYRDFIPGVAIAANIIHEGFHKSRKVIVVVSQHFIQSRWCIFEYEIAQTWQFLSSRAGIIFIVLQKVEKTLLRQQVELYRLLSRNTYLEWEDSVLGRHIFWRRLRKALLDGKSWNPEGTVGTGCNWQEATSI
Target sequence (Q99836 whole entry, looked up): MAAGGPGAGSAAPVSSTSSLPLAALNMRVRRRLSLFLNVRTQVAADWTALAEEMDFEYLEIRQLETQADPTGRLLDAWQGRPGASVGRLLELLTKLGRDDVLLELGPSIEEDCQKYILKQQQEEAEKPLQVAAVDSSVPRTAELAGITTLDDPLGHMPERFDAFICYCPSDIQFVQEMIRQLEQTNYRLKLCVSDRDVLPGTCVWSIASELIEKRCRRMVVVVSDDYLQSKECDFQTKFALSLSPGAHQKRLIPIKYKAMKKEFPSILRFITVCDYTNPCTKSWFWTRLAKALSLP
Hsp70 activator: transcriptional activators of Hsp70 | activation, % at 10 µM | hit rate 0.04% among 200,000 | HeLa Hsp70 promoter luciferase reporter, luminescence; scaled: vehicle 0, proteasome-inhibitor control 100%;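 active means activation above the mean across all tested compounds plus 3 SD, cutoff set per campaign, cut at about 5.5% in these data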;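 further: 100% = MG132 at 30 µM as the positive control and 0% = DMSO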
STAT3 blocker: reduces IL-6 driven STAT3 reporter signal; U3A cells, IL-6 STAT3-luciferase reporter, luminescence; host cell line lacks STAT1; inhibition, % at 5.5 µM; hit rate 0.89% among 190,000;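 active means inhibition above the mean inhibition across all screened compounds plus 3 SD, cut at about 44% in these data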;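 further: 0% = DMSO only wells and 100% = 100 µM nifuroxazide control wells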
STAT1 act: increases IFN-gamma driven STAT1 reporter signal; activation (% of control), % at 5.5 µM; hit rate 2.6% among 200,000; NIH 3T3 STAT1-luciferase reporter, luminescence; 100% = IFN-gamma alone, no compound; AID 932;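 active means activation above the screen-wide mean activation plus 3 SD, cut at about 130% in these data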;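 further: raw ratio to IFN-gamma control signal so 100% means no change and 0% no light; values of inactives mirror those of a sister screen read the other way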
STAT3 act: increases IL-6 driven STAT3 reporter signal | U3A cells, IL-6 STAT3-luciferase reporter, luminescence; 100% = signal with IL-6 EC80 alone | activation (% of control), % at 5.6 µM | hit rate 0.91% among 190,000 | AID 871;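 active means activation above the screen-wide mean of compound activation plus 3 SD, cut at about 130% in these data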;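 further: 0% = background luminescence of wells with medium and substrate only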
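Test system: STAT3-luciferase reporter U3A cells; Detection: reporter luminescence signal; Times: 1 h compound pre-exposure, 6 h IL-6 stimulation, 37 °C; Benchmarks: IL-6-only high control; Also added: IL-6 stimulus at 33 ng/mL final.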
APP 5UTR inh: APP translation inhibition | SH-SY5Y APP 5'UTR-luciferase reporter, luminescence | inhibition, % at 2 µM | hit rate 0.82% among 190,000 | AID 1285;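 active means inhibition above a set limit, derived from the sample mean plus 3 SD, cut at about 45% in these data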; further: values of inactives mirror those of a sister screen read the other way
Numbers without * were called inactive.

item	SMILES	G6PDH counter	Diaph act CS	STAT1 blocker	Diaphorase inh	TLR4 MyD88 comp
1	CC(=O)C1=C(O)C(=O)N(c2cc(C(C)(C)C)on2)C1c1ccc(Br)cc1 (centres undefined)	12.1	0.9	2.8	10.9	-17.1
2	O=C(CN1CCSCC1)N/N=C/c1cccc(Cl)c1	2.9	0.8	-8.1	17.8	4.5
3	CCCOc1ccc(NC(=O)CC2Nc3ccccc3NC2=O)cc1 (centres undefined)	2.1	0.9	-14.0	7.1	10.8
4	COC(=O)c1ccccc1NC(=O)C1CC(=O)N(C2CCCCC2)C1 (centres undefined)	-5.0	0.9	-0.2	10.1	4.1
5	CCOC(=O)CNC(=O)N1CCCC(CCC(=O)NCc2ccc(F)c(F)c2)C1 (centres undefined)	6.8	1.1	-3.9	-7.7	-5.3
6	COc1cc(/C=N/NC(=O)COc2ccc(Cl)cc2)ccc1OS(=O)(=O)c1ccc(C)cc1	2.0	0.8	-6.0	19.5	-4.2
7	CCNC(=S)N/N=C(\C)c1ccc(Cl)s1	1.2	0.8	3.1	16.5	-4.7
8	CCCc1nnc(SCC(=O)N2CCOCC2)n1C	2.9	1	-7.1	1.2	-19.2
9	NC(=O)CSc1nc2sc(-c3ccccc3)cc2c(=O)n1N	3.4	0.8	-16.8	20.1	-5.3
10	CCc1c(C)sc(NC(=S)Nc2cccnc2)c1C(=O)OC	3.6	0.8	-6.5	19.7	-11.0
11	Cc1ccc2c(c1)S/C(=C/c1ccc[n+](C)c1)N2CCO	-4.2	1	9.7	-3.1	-5.6
12	COc1ccc(CC/C(=N\O)C2(O)CCCCC2)cc1	8.0	0.8	-10.8	16.8	-9.6
13	COc1ccccc1CNC(=O)CN(c1ccc(C)cc1)S(=O)(=O)c1c(C)nn(C)c1C	11.0	0.9	2.5	5.6	-11.0
14	CCOC(=O)c1cccc(NC(=O)C2CCCN(S(=O)(=O)c3c(C)n[nH]c3C)C2)c1 (centres undefined)	-0.5	0.9	-1.7	8.8	-5.3
15	COc1ccc(Br)cc1-c1noc(-c2ccccc2F)n1	-14.0	0.9	2.7	7.1	2.8

item	Hsp70 activator	STAT3 blocker	STAT1 act	STAT3 act	APP 5UTR inh
1	-0.2	2.5	97.9	103.3	14.0
2	-0.4	8.4	105.0	94.7	7.9
3	-0.3	4.7	111.9	97.4	-0.7
4	-0.2	11.7	101.4	95.5	-35.4
5	-0.4	-0.3	101.8	104.8	-8.4
6	-0.2	16.1	105.6	89.2	-12.9
7	-0.3	11.3	97.2	92.6	1.5
8	-0.1	-3.5	106.5	105.6	7.6
9	-0.2	11.0	115.0	97.1	-10.3
10	-0.4	11.2	104.3	93.9	-9.2
11	-0.3	14.2	89.5	96.3	-6.5
12	-0.1	12.3	109.8	93.2	7.4
13	0.3	9.3	97.7	98.3	-11.9
14	0.1	3.6	101.6	100.4	-5.1
15	-0.2	14.6	97.5	90.8	-11.2

Next entries:
item	SMILES	G6PDH counter	Diaph act CS	STAT1 blocker	Diaphorase inh	TLR4 MyD88 comp
16	COc1ccc(C(=O)CCC(=O)O)c(C)c1	8.0	0.8	-0.5	15.9	4.5
17	O=C(CCCSc1nc2ccccc2[nH]1)Nc1nnc(C2CC2)s1	3.8	1	-0.5	-0.9	2.9
18	CCOC(=O)C1C(=O)CC(C)(O)C(C(=O)OCC)C1c1ccc(NC(C)=O)cc1 (centres undefined)	5.7	0.8	3.8	21.8	-10.7
19	O=C(O)/C=C/C(=O)Nc1cccnc1	6.9	0.9	6.0	12.6	3.9
20	Cc1ccc(C2(C)NC(=O)N(CC(=O)Nc3cc(C)on3)C2=O)cc1 (centres undefined)	-0.2	0.9	-5.2	9.5	-16.4
21	CC1CCc2sc3ncn4nc(C(=O)NCc5ccco5)nc4c3c2C1 (centres undefined)	-40.4	0.8	-4.1	19.3	-3.8
22	COc1ccc(NC(=O)C2=Cc3cccc(OC)c3OC2)cc1	16.2	0.8	-17.0	17.2	-13.0
23	Cc1cccc(-n2c(SCN3C(=O)c4ccccc4C3=O)nc3ccccc3c2=O)c1	-3.9	0.8	-0.6	20.8	-6.0
24	Cc1ccccc1C(=O)NNc1ccc([N+](=O)[O-])cc1	5.5	1	5.9	0.8	-17.5
25	Cc1ccc(C(=O)c2ccc([N+](=O)[O-])cc2)c(C)c1	-1.6	1	-2.5	0.0	4.4
26	Cc1nn(CCCC(=O)NCc2ccccc2)c(C)c1[N+](=O)[O-]	5.4	1	-3.6	4.5	2.8
27	COC(=O)Nc1ccc(NC(C)=O)cc1	0.3	0.9	-3.2	11.7	8.4
28	O=C(CSc1cn(CC(=O)N2CCCC2)c2ccccc12)NCC1CCCO1 (centres undefined)	6.0	0.9	-0.1	11.9	0.7
29	COc1ccc(Cn2nnc3c(=O)[nH]c(C(=O)NCCc4ccc(F)cc4)nc32)cc1OC	-5.5	0.8	-19.3	18.2	8.9
30	CCOC(=O)N1CCN(Cc2cc(=O)oc3cc4c(cc23)CCC4)CC1	1.8	0.9	0.6	6.7	-8.3

item	Hsp70 activator	STAT3 blocker	STAT1 act	STAT3 act	APP 5UTR inh
16	-0.3	-2.1	100.4	107.2	-4.4
17	-0.4	-2.2	100.1	107.1	-5.2
18	-0.2	3.9	96.2	103.3	33.0
19	-0.3	6.1	94.5	94.3	-21.0
20	-0.2	4.4	104.7	100.1	2.9
21	-0.1	9.0	105.1	97.8	9.5
22	-0.1	14.4	115.9	95.1	-77.7
23	-0.2	-3.4	100.6	98.6	10.6
24	-0.1	15.2	94.5	90.0	3.4
25	-0.1	-14.2	102.3	113.0	-8.0
26	-0.4	-2.4	103.2	102.0	5.9
27	-0.2	3.8	102.9	101.9	-14.4
28	0.2	8.2	100.3	100.2	14.6
29	-0.4	-21.2	114.9	116.5	-9.1
30	-0.2	-2.0	99.4	104.3	1.8

Further structures:
item	SMILES	G6PDH counter	Diaph act CS	STAT1 blocker	Diaphorase inh	TLR4 MyD88 comp
31	CCOc1ccc(CSCCNC(=S)Nc2ccccc2)cc1	-17.5	0.7	9.9	30.4	3.7
32	COc1ccccc1N=Nc1[nH]c2ccc(C)cc2c1O	-9.9	0.9	-12.3	10.4	1.4
33	O=C(c1ccc2c(c1)OCO2)C1CCCN(Cc2cn[nH]c2-c2ccccc2)C1 (centres undefined)	10.3	0.9	6.5	14.6	5.1
34	Cc1nnc(SCC(=O)Nc2ccc(-c3nc4ccccc4s3)cc2)s1	1.1	1	-63.2	1.8	1.0
35	CN1CCN(S(=O)(=O)c2ccc(C(=O)Nc3ccccc3)cc2)CC1	4.6	0.9	-3.6	5.3	1.5
36	CCn1c(=O)cc(OCC(=O)NCCc2cccc(C)c2)c2ccccc21	0.2	1	16.0	4.9	-1.8
37	Cc1ccc(NC(=O)Nc2ccc(Cl)cn2)cc1	-1.3	1.2	-80.3	-21.2	-0.7
38	S=C(Nc1ccccc1)Nc1cccc(Br)c1	11.4	1	2.5	-1.6	3.1
39	COc1cccc(-c2csc(N3CCN(C(=O)Nc4ccc(Cl)cc4)CC3)n2)c1	6.3	0.8	11.9	20.6	3.9
40	O=S(=O)(c1ccccc1)N1CCN(Cc2ccccc2C(F)(F)F)CC1	10.4	0.8	0.9	21.1	11.2
41	CCCCS(=O)(=O)NC1=NCN(CC)CN1	0.0	1	-3.8	1.2	-10.5
42	CCSc1nnc(NC(=O)NCC(F)(F)F)s1	12.9	0.9	-7.9	6.0	-0.2
43	Cc1ccc(Cn2nc(C)c(NC(=O)c3nn(C)cc3Cl)c2C)cc1	-0.2	1	7.2	-0.9	-6.3

item	Hsp70 activator	STAT3 blocker	STAT1 act	STAT3 act	APP 5UTR inh
31	0.5	5.8	91.0	97.6	2.2
32	-0.2	-17.7	110.9	112.2	-7.1
33	-0.2	12.3	92.7	93.0	-16.0
34	-0.3	-8.0	156.3*	104.6	-157.8
35	-0.3	0.6	103.3	104.7	-10.4
36	-0.2	26.5	84.2	79.8	-5.7
37	0.4	18.0	172.4*	93.6	-99.4
38	-0.1	14.8	96.3	92.9	-49.5
39	0.1	14.1	88.3	93.4	-31.6
40	-0.1	-6.3	96.4	107.9	-17.5
41	-0.1	13.4	103.5	92.2	-17.0
42	0.0	2.7	105.6	101.4	21.0
43	-0.3	-0.7	93.0	102.5	-4.9

A different layout for some results above.
Below each SMILES – G6PDH counter	Diaph act CS	STAT1 blocker	Diaphorase inh	TLR4 MyD88 comp	Hsp70 activator	STAT3 blocker	STAT1 act	STAT3 act	APP 5UTR inh
1: CC(=O)C1=C(O)C(=O)N(c2cc(C(C)(C)C)on2)C1c1ccc(Br)cc1 (centres undefined)
 : 12.1	0.9	2.8	10.9	-17.1	-0.2	2.5	97.9	103.3	14.0
2: O=C(CN1CCSCC1)N/N=C/c1cccc(Cl)c1
 : 2.9	0.8	-8.1	17.8	4.5	-0.4	8.4	105.0	94.7	7.9
3: CCCOc1ccc(NC(=O)CC2Nc3ccccc3NC2=O)cc1 (centres undefined)
 : 2.1	0.9	-14.0	7.1	10.8	-0.3	4.7	111.9	97.4	-0.7
4: COC(=O)c1ccccc1NC(=O)C1CC(=O)N(C2CCCCC2)C1 (centres undefined)
 : -5.0	0.9	-0.2	10.1	4.1	-0.2	11.7	101.4	95.5	-35.4
5: CCOC(=O)CNC(=O)N1CCCC(CCC(=O)NCc2ccc(F)c(F)c2)C1 (centres undefined)
 : 6.8	1.1	-3.9	-7.7	-5.3	-0.4	-0.3	101.8	104.8	-8.4
6: COc1cc(/C=N/NC(=O)COc2ccc(Cl)cc2)ccc1OS(=O)(=O)c1ccc(C)cc1
 : 2.0	0.8	-6.0	19.5	-4.2	-0.2	16.1	105.6	89.2	-12.9
7: CCNC(=S)N/N=C(\C)c1ccc(Cl)s1
 : 1.2	0.8	3.1	16.5	-4.7	-0.3	11.3	97.2	92.6	1.5
8: CCCc1nnc(SCC(=O)N2CCOCC2)n1C
 : 2.9	1	-7.1	1.2	-19.2	-0.1	-3.5	106.5	105.6	7.6

Bioassay records from PubChem BioAssay.
